LYPLA1 counter = LYPLA1 (human) inhibition in PME1 counter-screen; O75608; recombinant LYPLA1, FP-Rh probe fluorescence polarization; inhibition, % at 5.9 µM; 0.16% of 320,000 active; AID 2174;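 active = inhibition above the mean of all tested compounds plus 3 SD, set per campaign, cut at about 14% in these data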;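 also: inhibitors block serine hydrolase probe labeling of LYPLA1 so polarization falls; 0% = enzyme with DMSO and 100% = wells lacking LYPLA1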
PREPL inh = inhibits the human prolyl oligopeptidase-like enzyme. AID 2751. 0.68% of 320,000 active. recombinant PREPL, fluorescence polarization activity-based probe. inhibition, % at 5.96 µM. Q4J6C6; in the data active = inhibition above about 43%;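 also: 0% = enzyme with DMSO and 100% = wells lacking enzyme; many of its hits are not listed in these tables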
Target sequence (Q4J6C6 whole entry, looked up): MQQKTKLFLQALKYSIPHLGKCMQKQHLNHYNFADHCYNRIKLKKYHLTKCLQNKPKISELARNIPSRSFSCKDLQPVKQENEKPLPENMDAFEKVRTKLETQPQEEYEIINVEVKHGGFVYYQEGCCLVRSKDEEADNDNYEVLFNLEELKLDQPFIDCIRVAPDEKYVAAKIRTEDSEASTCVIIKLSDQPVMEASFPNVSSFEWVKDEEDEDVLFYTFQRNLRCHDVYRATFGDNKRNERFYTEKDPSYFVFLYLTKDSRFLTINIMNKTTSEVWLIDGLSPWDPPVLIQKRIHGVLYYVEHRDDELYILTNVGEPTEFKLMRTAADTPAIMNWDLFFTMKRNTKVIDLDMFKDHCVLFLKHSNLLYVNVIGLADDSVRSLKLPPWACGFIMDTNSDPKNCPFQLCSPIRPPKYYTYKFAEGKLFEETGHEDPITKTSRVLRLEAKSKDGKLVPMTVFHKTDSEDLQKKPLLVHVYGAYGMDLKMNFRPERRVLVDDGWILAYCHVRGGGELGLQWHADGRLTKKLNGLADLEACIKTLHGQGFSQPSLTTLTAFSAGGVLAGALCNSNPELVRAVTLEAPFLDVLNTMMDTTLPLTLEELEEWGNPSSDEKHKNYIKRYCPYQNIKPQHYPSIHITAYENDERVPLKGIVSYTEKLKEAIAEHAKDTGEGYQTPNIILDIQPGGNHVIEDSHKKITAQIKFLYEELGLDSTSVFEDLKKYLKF
PAD4 FP inh = inhibitors of human PAD4; AID 485272; Q9UM07; recombinant PAD4, RCA probe fluorescence polarization; 0.41% of 330,000 active; inhibition, % at 6.36 µM;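 active = percent inhibition above a cutoff equal to the mean of all tested compounds plus 3 SD, cut at about 15% in these data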;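 also: 0% = PAD4 with RCA probe and DMSO and 100% = probe without PAD4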
GSTO1 counter = GSTO1 inhibition, counter-screen for RBBP9 inhibitors; P78417; inhibition, % at 5.96 µM; recombinant GSTO1, activity-based probe fluorescence polarization; 1.1% of 300,000 active; AID 1974;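 active = inhibition above the campaign mean inhibition plus 3 SD, cut at about 35% in these data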;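 also: 0% = GSTO1-1 with DMSO and 100% = wells lacking GSTO1-1 enzyme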
PAFAH1B3 FP inh = blocks human PAF acetylhydrolase 1B catalytic subunit 3. Q15102. AID 492972. recombinant PAFAH1B3, FP-rhodamine probe, fluorescence polarization. inhibition, % at 3.39 µM. 0.28% of 340,000 active;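 active = inhibition above the screen-wide average of all tested compounds plus 3 SD, cut at about 25% in these data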;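 also: 0% = enzyme with DMSO only and 100% = wells lacking PAFAH1B3 protein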
PME-1 inh = blocks human protein phosphatase methylesterase 1. Q9Y570. 0.53% of 320,000 active. recombinant PME-1, FP-Rh probe fluorescence polarization. inhibition, % at 5.9 µM;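 active = inhibition above the campaign mean of all compounds plus 3 SD, cut at about 26% in these data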;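 also: competitive labeling of PME-1 active site by serine hydrolase directed probe; 0% = PME-1 with DMSO and 100% = wells lacking PME-1 enzyme; inhibitors block probe labeling so polarization falls and inhibition rises; many of its hits are not listed in these tables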
LYPLA2 inh = counter-screen for PME1 inhibitors: inhibitors of human LYPLA2. O95372. recombinant LYPLA2, FP-Rh probe fluorescence polarization. inhibition, % at 5.9 µM. 0.38% of 320,000 active;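 active = inhibition above the screen-wide mean plus 3 SD, limit set per campaign, cut at about 26% in these data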;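 also: 0% = LYPLA2 with DMSO and 100% = wells lacking LYPLA2 enzyme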
pPAFAH FP inh = inhibitors of human plasma PAF acetylhydrolase (pPAFAH); Q13093; recombinant pPAFAH, FP-rhodamine probe fluorescence polarization; inhibition, % at 3.39 µM; 1.5% of 330,000 active; AID 463082;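 active = inhibition above the mean inhibition across the screen plus 3 SD, cut at about 25% in these data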;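 also: inhibitors block binding of the rhodamine activity-based probe so polarization drops; 0% = enzyme with DMSO and 100% = wells lacking pPAFAH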
PAFAH1B2 inh = PAFAH1B2 (human) inhibition | P68402 | recombinant PAFAH1B2, FP-rhodamine activity probe, fluorescence polarization | inhibition, % at 3.39 µM | 1.2% of 340,000 active | AID 492953;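 active = inhibition above the mean of all tested compounds plus 3 SD, cut at about 24% in these data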;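 also: 0% = enzyme with DMSO and 100% = wells lacking PAFAH1B2; many of its hits are not listed in these tables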
Target sequence (P68402 whole entry, looked up): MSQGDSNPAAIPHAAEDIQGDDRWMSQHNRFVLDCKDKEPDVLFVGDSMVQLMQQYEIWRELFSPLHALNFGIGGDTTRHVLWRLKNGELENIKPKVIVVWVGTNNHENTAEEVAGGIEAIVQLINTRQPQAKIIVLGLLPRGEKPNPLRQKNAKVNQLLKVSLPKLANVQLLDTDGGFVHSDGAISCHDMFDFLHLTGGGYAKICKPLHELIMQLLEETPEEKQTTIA
* marks the source's active call; other numbers are inactive results; nt = not tested or not shown. Only part of the results is shown; rates above refer to the full screens.

SMILES | LYPLA1 counter | PREPL inh | PAD4 FP inh | GSTO1 counter | PAFAH1B3 FP inh | PME-1 inh | LYPLA2 inh | pPAFAH FP inh | PAFAH1B2 inh
O=C(CN1C(=O)C(=O)N(C2CCCC2)C1=O)Nc1ccc(Cl)cc1C(F)(F)F | 1 | 0 | 4 | nt | 14 | 6 | 4 | 7 | 7
COc1ccc(CN(C)CC(=O)Nc2ccccc2C(F)(F)F)cc1 | -2 | 4 | -2 | 9 | -5 | -4 | -3 | -8 | 4
COc1ccc(C(=O)NCCS(=O)(=O)N2CCCC2)cc1 | 2 | 10 | -2 | -1 | 3 | -8 | -7 | 3 | 3
COc1cc(C(=O)OC2CCOC2=O)c([N+](=O)[O-])cc1OC (configuration not stated) | -2 | -2 | 0 | -4 | 7 | -7 | 5 | 4 | 3
CCOc1ccc(C(=O)Nc2c(C(=O)N3CCC(N4CCCCC4)CC3)oc3ccccc23)cc1 | 1 | 4 | -1 | 5 | 1 | -5 | 1 | 2 | 0
Cc1ccc(NC(=O)c2ccc3snnc3c2)cc1 | -5 | 10 | -5 | 2 | 9 | 2 | -1 | -3 | 0
COc1cc(NC(=O)CSCc2ccc(Cl)cc2)c(C(=O)O)cc1OC | -4 | -3 | -1 | -2 | 8 | 4 | 0 | 17 | 17
Cc1ccc(S(=O)(=O)CCC(=O)OCc2nc(N)nc(Nc3ccccc3C)n2)cc1 | 0 | 7 | 1 | -6 | 2 | 3 | 5 | 9 | 13
O=c1c2c(nc3cc(-c4ccc(Cl)cc4)[nH]n13)CCS2 | -4 | 11 | 3 | 13 | 5 | -75 | -3 | 16 | 32*
Cc1csc(NC(=O)CSc2nnc(-c3ccoc3C)o2)n1 | -2 | 7 | -3 | 12 | 3 | 6 | -4 | 4 | 1
O=C(CN1C(=O)NC2(CCCCCC2)C1=O)NCc1ccc(Cl)cc1 | nt | -1 | -2 | nt | 8 | nt | nt | 2 | 6
C[C@H](NC(=O)c1nc[nH]c1C(=O)N1CCN(C(=O)OC(C)(C)C)CC1)c1ccccc1 | 4 | 21 | 2 | nt | -1 | 5 | 7 | 10 | 2
COc1ccc(OC)c(NC(=O)CSc2nnc(C3CCCCC3)n2N)c1 | -2 | -10 | -2 | 6 | 1 | 4 | 1 | 5 | 6
OC(CN1CCN(c2ccccc2)CC1)c1ccc2c(c1)CCN2 (configuration not stated) | -2 | 13 | -6 | 0 | -4 | 2 | 2 | 2 | 9
COc1cccc(CNC(=O)CCNC(=O)c2ccco2)c1 | 2 | 3 | -4 | 9 | 0 | -1 | 2 | 0 | 9
COc1cc(/C=C/C(=O)NC(C)(C)C)ccc1OCc1ccccc1 | 1 | 28 | 0 | -5 | -1 | -5 | -1 | 14 | 1
NS(=O)(=O)c1ccc(NC(=O)COC(=O)CCCN2C(=O)c3cccc4cccc(c34)C2=O)cc1 | nt | 9 | -2 | nt | -3 | nt | nt | 0 | 4
Cc1ccc(NC(=O)NC(=O)CN2C(=O)NC3(CCc4ccccc43)C2=O)c(C)c1 (configuration not stated) | -4 | 22 | -8 | -5 | 3 | 2 | -1 | -3 | 3
O=C(C1=C[C@@H](c2ccc(Br)cc2)C[C@@H](OCCCCO)O1)N1CCOCC1 | -2 | 27 | -6 | 2 | -10 | -4 | -5 | 2 | 0
CC12CC3CC(C)(C1)CC(C(=O)Nc1nncs1)(C3)C2 | -3 | -10 | 1 | -17 | -1 | 2 | -4 | 3 | 28*
CSc1ccc(Cl)c(C(=O)NNC(=O)c2cccs2)c1 | nt | 18 | -5 | nt | 7 | nt | nt | -1 | 1
O=C(COc1ccc2c3c(c(=O)oc2c1)CCC3)NCC1CCC(C(=O)O)CC1 (configuration not stated) | -4 | 0 | 1 | 4 | 3 | -4 | -1 | 3 | -1
Cc1n[nH]c(C)c1N1C(=O)c2cccc3c(Br)ccc(c23)C1=O | -4 | 3 | -1 | 9 | -2 | -1 | 1 | 6 | 3
Cc1ccc2[nH]c(C(=O)N3CCN(c4cccc(Cl)c4)CC3)cc2c1 | -1 | 0 | 5 | 2 | 11 | 0 | 4 | 1 | 2
CN(CC(=O)NCc1ccccn1)S(=O)(=O)c1ccc(Br)cc1 | -1 | -2 | -5 | 13 | -8 | 2 | 3 | 5 | 5
CCN(CC)S(=O)(=O)c1ccc(C(=O)NNc2nc(-c3ccccc3)c3cc(Br)ccc3n2)cc1 | -14 | 22 | -1 | -9 | 5 | -18 | -22 | 15 | 2
CC(c1ccccc1)C(NC(=O)OCC1c2ccccc2-c2ccccc21)C(=O)O (configuration not stated) | 1 | -4 | -4 | -2 | -12 | -6 | -4 | 8 | 29*
COc1ccc(Cl)cc1C(=O)OCC(=O)NCCNC(=O)COC(=O)c1cc(Cl)ccc1OC | -4 | 9 | -7 | 1 | 1 | 5 | -5 | 5 | 9
Cn1c2ccccc2c2nnc(SCC(=O)Nc3cccc(C(=O)O)c3)nc21 | 1 | 7 | 3 | -9 | 2 | 0 | 7 | -4 | 1
COc1cccc(CNC(=O)C(C(=O)NCc2cccc(OC)c2)c2ncc(C(F)(F)F)cc2Cl)c1 | 0 | -3 | -2 | 19 | 5 | -9 | 1 | -6 | 1
O=C(CNC(=O)N1CC(=O)Nc2ccccc21)NCCc1c[nH]c2ccccc12 | -1 | -32 | 2 | -8 | 10 | 0 | -3 | 3 | 8
O=C(O)c1ccccc1NS(=O)(=O)c1ccc(NN=Cc2cccc(Cl)c2)c([N+](=O)[O-])c1 | nt | 53* | -4 | nt | 12 | nt | nt | 66* | 15
Cc1ccc(N(C(=O)C2CCCC2)C2C=CS(=O)(=O)C2)cc1C (configuration not stated) | 3 | 10 | 5 | -7 | 5 | 1 | 8 | 5 | 10
C=CCn1c(CCC(O)COCCCCC)n[nH]c1=S (configuration not stated) | 1 | 3 | -4 | -7 | 3 | -10 | -5 | 1 | 5
Cc1nn(Cc2c(Cl)cccc2Cl)c(C)c1NC(=O)c1cnn2c(C(F)F)cc(-c3ccccc3)nc12 | -1 | -2 | 7 | 9 | 9 | -6 | -7 | -6 | 3
CC(=O)Nc1cccc(NC(=O)COc2ccc3c(c2)OCO3)c1 | -3 | -6 | 0 | 8 | 4 | -14 | 1 | 1 | 1
CC(=O)n1nc(-c2cccnc2)nc1NCc1cccs1 | 4 | 2 | 0 | -8 | -7 | -1 | 3 | 6 | -2
C=CCC(=O)N1CCCC(C(=O)c2ccc(Cl)cc2)C1 (configuration not stated) | -3 | -4 | -4 | -2 | 3 | 2 | -2 | 2 | 8
Cc1cnc(CNC(=O)c2ccc3oc(Cc4ccc(Cl)cc4)nc3c2)cn1 | -3 | -59 | -2 | 3 | 3 | 2 | 12 | 1 | 1
C=CCn1c(SCC(=O)c2cccs2)nnc1-c1cccc(OC)c1 | 1 | 0 | 1 | -3 | -9 | 1 | 2 | 10 | -3
CC(C)(C)OC(=O)C[C@@H]1C/C=C\C[C@@H](CC(=O)N(CCO)Cc2ccccc2)C(=O)N[C@@H](c2ccccc2)COC1=O | nt | 20 | -3 | nt | 3 | nt | nt | -1 | 6
CSc1nc(O)c(C(c2ccc(OC(C)C)cc2)c2c(O)nc(SC)[nH]c2=O)c(=O)[nH]1 | 2 | 12 | 4 | 4 | 12 | -9 | 3 | -2 | 6
CC(=O)Nc1ccc(NC(=O)c2cc(=O)c3cc(C)c(C)cc3o2)cc1 | -3 | -2 | -5 | 1 | 0 | 0 | 1 | -1 | 1
Cc1nn(Cc2noc(C(=O)NCc3ccc4c(c3)OCO4)n2)c(C)c1Br | 4 | 5 | 3 | 1 | 7 | 5 | 7 | 3 | 3
COc1ccccc1CN1CCNC(=O)C1CC(=O)NCCCN1CCCC1=O (configuration not stated) | 1 | 13 | -3 | -1 | 1 | -10 | -6 | 2 | 6
Cc1nn(C(=O)c2nn(C)cc2[N+](=O)[O-])c(C)c1Br | 4 | 1 | 5 | 3 | 4 | 6 | 10 | 0 | 9
O=C(Cc1c(F)cccc1Cl)NC1=NCCS1 | 1 | 13 | 3 | -3 | 11 | 2 | 4 | 1 | -1
Oc1ccc(-c2n[nH]c(C(F)(F)F)c2-c2ccccc2)c(O)c1 | -3 | -2 | 1 | -7 | nt | -2 | 6 | 3 | nt
O=C(COC(=O)c1ccc(S(=O)(=O)N2CCCC2)cc1)NCc1ccc(F)cc1 | 0 | 13 | 3 | 7 | 6 | 6 | 4 | 6 | -3
CCC(C)c1ccc(OCC(=O)Nc2cccc(C(=O)Nc3ccc(C(=O)O)cc3)c2)cc1 (configuration not stated) | -22 | -47 | -7 | -36 | -9 | -190 | -39 | -21 | -1
CCN(C[C@H]1N[C@@](Cc2ccccc2)(C(=O)OC)[C@H]2C(=O)N(C)C(=O)[C@@H]12)S(=O)(=O)c1ccc(C(C)(C)C)cc1 | nt | 12 | 1 | nt | 7 | nt | nt | 2 | 9
Cc1cc(NC(=O)CN2C(=O)NC3(CCCCC3)C2=O)no1 | 2 | 0 | -2 | 1 | 1 | -5 | 4 | 3 | 1
CC(C)NC(=O)Nc1ccc2c(c1)C(=O)N([C@@H](C)CO)C[C@@H](C)[C@@H](CN(C)S(=O)(=O)c1ccc(F)cc1)O2 | nt | 0 | 3 | nt | -7 | nt | nt | -1 | 7
CCCCC(CC)CNC(=O)Cn1c(=S)[nH]c2ncccc2c1=O (configuration not stated) | 4 | 0 | -3 | -1 | nt | 0 | 5 | -3 | nt
CC(C)Sc1nc2c(c(=O)n1C)SC(C)C2 (configuration not stated) | -3 | 0 | 2 | 10 | 5 | -1 | 0 | 6 | 6
Cc1nc2c(C)cccn2c(=O)c1NC(=O)c1cccc2ccccc12 | 2 | -2 | 5 | 10 | 5 | 0 | 2 | -1 | 0
CC(C)N1C(=O)c2ccccc2C1C(=O)NC1CCCCCC1 (configuration not stated) | 3 | -7 | -3 | -1 | -4 | -1 | 3 | -7 | -4
CC(=O)Nc1scc(-c2ccccc2)[n+]1-c1ccc(C)cc1 | 8 | -7 | 0 | 4 | -2 | 2 | 2 | 6 | 2
CCC(C(=O)OCC(=O)NC(=O)c1ccccc1OC)c1ccccc1 (configuration not stated) | 3 | -23 | -2 | -4 | 2 | 3 | 7 | 6 | 10
COC(=O)c1ccc(C2C(C(=O)c3ccc(C)o3)=C(O)C(=O)N2c2cc(C)on2)cc1 (configuration not stated) | 1 | -3 | -6 | -3 | 5 | 2 | -2 | 2 | 1
Cc1cc(C(=O)OCC(=O)Nc2cc(C)on2)c2ccccc2n1 | -2 | 2 | 0 | 3 | -2 | -8 | 8 | 1 | 2
Cn1c(C(=O)OC(C(=O)NC2CCCCC2)c2cccnc2)cc2sccc21 (configuration not stated) | -4 | 12 | 1 | -5 | 6 | -3 | 1 | 2 | 2
COc1ccc(NC(=O)CSc2nc(C)c3c(c2C#N)CCCC3)cc1 | 3 | 5 | -2 | -1 | 13 | 2 | 13 | 2 | 5

Part of the list above, with two lines to a compound:
Order of values: LYPLA1 counter, PREPL inh, PAD4 FP inh, GSTO1 counter, PAFAH1B3 FP inh, PME-1 inh, LYPLA2 inh, pPAFAH FP inh, PAFAH1B2 inh
> O=C(Cc1c(F)cccc1Cl)NC1=NCCS1
  1, 13, 3, -3, 11, 2, 4, 1, -1
> COc1ccccc1CN1CCNC(=O)C1CC(=O)NCCCN1CCCC1=O (configuration not stated)
  1, 13, -3, -1, 1, -10, -6, 2, 6
